Screening results: PubChem BioAssay, National Center for Advancing Translational Sciences (NCATS)
KB-V1 cytotox – KB-V1 MDR subline cytotoxicity. hit rate 3.4% among 400,000. Potency, µM (highest dose often 46.1 µM), for inactives: at the top dose activity change, negative = cytotoxicity, hits mostly cytotoxic. KB-V1 MDR cells viability, CellTiter-Glo, 72 h; note: potency is the fitted concentration of half-maximal effect; % is set by controls: 0 for no effect and ±100 for the full control effect; nearly all actives have a fitted effect of over 60% in size
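Cytotoxicity toward P-gp-expressing KB-V1 cells was determined as loss of CellTiter-Glo luminescence after 72 h at 37 degrees C. Compounds were tested in quantitative HTS format across a concentration range, with curves fitted to normalized data.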
GLP1R cytotox – cytotoxicity in counter-screen for GLP-1R inverse agonists; HEK293 cAMP-luciferase reporter cells, luminescence, 24 h; Potency, µM (titrated, usually from 38.3 µM), inactives show at the highest dose activity change, negative = inhibition, most hits filed as inhibitors; hit rate 0.13% among 410,000; AID 624418;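 note: loss of luciferase light is scored as toxicity; potency is the fitted concentration of half-maximal effect; % is set by controls: 0 for no effect and ±100 for the full control effect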
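Quantitative HTS format, 1536 wells, 200 cells/uL seeded. Compounds: 23 nL, 24 h, 37 °C. Detection: luciferase reagent, luminescence at 12 min RT; decreased signal taken as cytotoxic.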
DRD3 agonist – agonists of human D3 dopamine receptor; max activation, %; P35462; AID 652048; hit rate 0.58% among 410,000; D3R DiscoveRx beta-arrestin cells, luminescence, 90 min; in the data active = max activation above about 30%; note: 0% is about no effect; mostly tested at two doses, the higher about 12 µM
Target sequence (P35462 whole entry, looked up): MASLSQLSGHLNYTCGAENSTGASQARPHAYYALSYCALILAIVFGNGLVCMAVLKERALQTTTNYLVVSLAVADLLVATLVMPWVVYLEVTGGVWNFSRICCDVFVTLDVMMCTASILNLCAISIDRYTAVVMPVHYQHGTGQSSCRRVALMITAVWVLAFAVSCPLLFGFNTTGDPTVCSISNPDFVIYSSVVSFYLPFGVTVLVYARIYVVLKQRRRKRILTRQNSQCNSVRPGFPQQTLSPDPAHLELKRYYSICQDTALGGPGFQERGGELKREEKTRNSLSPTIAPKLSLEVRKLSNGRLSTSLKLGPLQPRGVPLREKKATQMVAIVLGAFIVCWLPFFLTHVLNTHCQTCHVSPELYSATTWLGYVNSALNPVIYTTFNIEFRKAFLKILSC
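Agonist-mode cell screen: cells plated at 1500/well and incubated overnight at 37 °C, then exposed to library compounds for 90 min at 37 °C. Detection reagent was added for 30–60 min at room temperature, and luminescence was read.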
KB-3-1 tox – KB-3-1 parental cell cytotoxicity; KB-3-1 viability, CellTiter-Glo ATP luminescence, 72 h; hit rate 1.4% among 400,000; Potency, µM (titrated, usually from 46.1 µM), for the others: at the top dose activity change, negative = cytotoxic, hits mostly cytotoxic; note: potency is the fitted concentration of half-maximal effect; % is set by controls: 0 for no effect and ±100 for the full control effect; nearly all actives have a fitted effect of over 60% in size
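Luminescent ATP read-out (CellTiter-Glo) measures survival of drug-naive KB-3-1 cells after 72 h compound exposure at 37 °C. Titration series was screened from lowest to highest concentration, with DMSO vehicle plates as background controls.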
HT1080-NT tox – kills 2HG-producing HT-1080-NT fibrosarcoma cells | HT-1080-NT fibrosarcoma viability, CellTiter-Glo ATP luminescence, 48 h | Potency, µM (doses to about 46.1 µM), inactives show at the highest dose activity, negative = less viability, hits mostly cytotoxic | hit rate 1.6% among 360,000;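 note: NT is the 2HG producing partner of a matched IDH1 knockdown line; potency is the fitted concentration of half-maximal effect; 0% = DMSO-treated cells and -100% = media-only wells without cells; nearly all actives have a fitted effect of over 55% in size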
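Viability of the 2HG-overproducing fibrosarcoma line after 48 hours of compound exposure at 37 degrees C was determined by luminescence with CellTiter-Glo, and concentration-effect curves were then fitted and categorized.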
IL-1B inflam inh – inflammasome signaling inhibition, IL-1 beta readout; THP-1 LPS/ATP IL-1B secretion, AlphaLISA, 16 h; active compounds read low; hit rate 4.7% among 360,000; activity change, % at 57.5 µM; in the data active = activity change below about -50%; inconclusive = mostly about -30% to -49%; note: % is set by controls: 0 for no effect and ±100 for the full control effect
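THP-1 cells pretreated 1 hr with compounds (up to 57.5 uM final), then stimulated with LPS (250 ng/mL final) plus ATP (1.25 mM final); secreted IL-1B measured by AlphaLISA after 16 hr, decreased signal indicating inhibition.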
SW480 rerep – inducers of DNA re-replication in SW480 colon cancer cells. SW480 DNA re-replication, Hoechst DNA content imaging, 48 h. Potency, µM (titrated, usually from 46.1 µM), without a hit: top-dose re-replication activation, most hits filed as activators. hit rate 1.8% among 340,000; note: potency is the fitted concentration of half-maximal effect; % of control where 0% means no effect; nearly all actives have a fitted effect of over 55% in size
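Image-based read-out: total Hoechst fluorescence of nuclei (405 nm excitation, 500-530 nm emission), with hits raising the fraction of high-intensity nuclei. SW480 colon cells incubated 48 hr with compounds at 37 C.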
HT1080 IDH1KD tx – toxicity to HT-1080 IDH1 knockdown cells (counter line); HT-1080 IDH1 knockdown viability, ATP luminescence, 48 h; Potency, µM (top dose mostly 46.1 µM), for the others: top-dose activity, negative = toxicity, most hits filed as cytotoxic; hit rate 2% among 360,000; AID 686971;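 note: potency is the fitted concentration of half-maximal effect; 0% = DMSO wells and -100% = cell-free medium wells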
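% activity derives from luminescence (CellTiter-Glo), normalised to DMSO and no-cell wells. HT-1080-IDH1KD cells, 750/well, had 48 h compound exposure at 37 °C.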
MCF10A rereplic – induces DNA re-replication in MCF 10a normal breast cells. hit rate 2.9% among 350,000. MCF 10A DNA re-replication, Hoechst nuclear intensity, 48 h. AID 624296. Potency, µM (series often up to 46.1 µM), inactives show at the highest dose activity, positive = re-replication, hits mostly activators; note: potency is the fitted concentration of half-maximal effect; % of control where 0% means no effect; nearly all actives have a fitted effect of over 50% in size
* marks the source's active call; other numbers are inactive results; ? = inconclusive; / = no result given; [ ] = remark or other dose. Unless noted, calls come from the whole dose curve; as a rule, active = well fitted curve in the direction sought with a large enough effect; inconclusive = small, poorly fitted or top-dose-only effect, or another doubt; inactive = no such curve, though single readings can be large; an effect the other way counts as inactive or inconclusive.

mol	KB-V1 cytotox	GLP1R cytotox	DRD3 agonist	KB-3-1 tox	HT1080-NT tox	IL-1B inflam inh	SW480 rerep	HT1080 IDH1KD tx	MCF10A rereplic
Cc1ccc(-n2ncc3c(SCc4ccccn4)ncnc32)c(C)c1	8.2µM*	-4%	6	?	?	-69*	13%	?	?
O=C(O)/C=C/c1cnn(-c2ccccc2)c1	-15%	-9%	-1	-23%	-17%	23	2%	-10%	20%
Cc1ccccc1CCNC(=O)C1CCN(S(=O)(=O)c2ccc(-n3cnnn3)cc2)CC1	-24%	-8%	0	23%	0%	-7	-1%	7%	-12%
Cc1cccc(N2CCN(S(=O)(=O)c3cccc4nonc34)CC2C)c1 (stereo unspecified)	-8%	7%	3	-17%	9%	-18	20%	-2%	5%
Cc1ccccc1C(=O)NC1CCN(CC(=O)Nc2ccc(N(C)C)cc2)CC1	-13%	2%	0	1%	4%	3	1%	0%	-2%
CCCC(=O)Nc1nnc(SCc2cc(=O)c3cc(C)ccc3[nH]2)s1	0%	-2%	-13	-10%	/	/	/	/	/
OC1COC(OCc2ccccc2)C(O)C1O (stereo unspecified)	15%	0%	5	11%	11%	1	0%	9%	1%
CN(C)/C=N/c1sc2c(c1C(N)=O)CCCC2	3%	-1%[0.307 µM]	4	18%	7%	-6	0%	21%	2%
CSc1nc(-c2ccccc2)c(C#N)c(=O)n1C	0%	-19%	5	24%	22%	?	-13%	0%	-2%
O=[N+]([O-])c1nn(-c2ccc(Cl)cc2)n(O)c1=NCc1ccncc1	9%	-13%	5	-1%	-10%	?	11%	2%	3%
Cc1ccn2cc(CCNC(=O)Cc3cccs3)nc2c1	7%	4%	-6	14%	-3%	22	-1%	14%	7%
COC(=O)/C=C1\N/C(=N\c2nc(C)cc(C)n2)N(c2ccc(C)c(C)c2)C1=O	-17%	1%[1.53 µM]	-6	0%	2%	-16	11%	0%	17%
CN(Cc1cccc(F)c1)C(=O)c1ccc(S(=O)(=O)N2CCOCC2)cc1	7%	2%	-3	0%	0%	-6	5%	-1%	3%
CCC(C)NC(=S)N1CCN(Cc2ccc3c(c2)OCO3)CC1 (stereo unspecified)	-23%	0%	-14	11%	9%	-23	-1%	0%	9%
COC(=O)c1cccn(CC(=O)c2ccc(Cl)cc2)c1=O	-12%	5%	5	0%	23%	0	0%	10%	19%
COc1ccc(C/C(N)=N/OC(=O)Cc2ccccc2)cc1	12%	2%	2	9%	10%	-16	1%	17%	1%
COCCNC(=O)c1c(N)n(-c2ccccc2)c2nc3ccccc3nc12	-5%	410%[activator]	1	0%	-3%	?	21µM*	12%	?
O=C(COC(=O)C1CCN(c2ccc(C(F)(F)F)cn2)CC1)c1ccccc1	-2%	1%	9	-1%	8%	14	-117%[inhibitor]	4%	-2%
Cc1nc(Cl)c(N=Cc2cccc([N+](=O)[O-])c2)c(Cl)n1	20%	-2%	-9	0%	0%	47	-30%[inhibitor]	13%	?
CC(=NNC(=S)Nc1ccc(C)cc1)c1ccccn1	?	-40%	4	?	?	?	?	?	?

Molecules shown so far that contain fluorine:
mol	KB-V1 cytotox	GLP1R cytotox	DRD3 agonist	KB-3-1 tox	HT1080-NT tox	IL-1B inflam inh	SW480 rerep	HT1080 IDH1KD tx	MCF10A rereplic
CN(Cc1cccc(F)c1)C(=O)c1ccc(S(=O)(=O)N2CCOCC2)cc1	7%	2%	-3	0%	0%	-6	5%	-1%	3%
O=C(COC(=O)C1CCN(c2ccc(C(F)(F)F)cn2)CC1)c1ccccc1	-2%	1%	9	-1%	8%	14	-117%[inhibitor]	4%	-2%

Other entries follow:
mol	KB-V1 cytotox	GLP1R cytotox	DRD3 agonist	KB-3-1 tox	HT1080-NT tox	IL-1B inflam inh	SW480 rerep	HT1080 IDH1KD tx	MCF10A rereplic
COc1cccc2cc(C(C)N(CCCN3CCOCC3)C(=S)Nc3ccccc3C)oc12 (stereo unspecified)	-2%	7%	-8	9%	4%	22	-9%	-2%	9%
Cc1nc2c(C(=O)N3CCN(C)CC3)cnn2c(C)c1Cc1ccc(Cl)cc1	-16%	5%	-37	0%	-3%	-7	-8%	-6%	-3%
COc1cc(C)ccc1OCCOc1cc(C)ccc1Cl	19%	-12%	-1	8%	18%	-13	2%	16%	22%
Cc1cccc(C)c1N1C(=O)c2ccccc2NC(=O)C1C(=O)NCCc1ccccc1 (stereo unspecified)	-18%	-24%	1	16%	10%	16	/	5%	/
CCC1C(=O)C(C)(C)C(=O)OC1c1ccc([N+](=O)[O-])cc1 (stereo unspecified)	-9%	-8%	-6	2%	19%	-4	-3%	13%	3%
CC(C)(O)C#Cc1ccc(CNC[C@H]2O[C@@H](n3cnc(C(N)=O)n3)[C@H](O)[C@@H]2O)s1	-16%	1%	-7	8%	7%	4	10%	8%	8%
Cc1cc(C(=O)N/N=C/c2cccc(Cl)c2Cl)no1	13%	12%	3	11%	16%	-20	1%	7%	1%
COc1ccc(N(C(C)C(=O)NCc2ccco2)S(C)(=O)=O)cc1 (stereo unspecified)	6%	-8%	0	14%	15%	2	-6%[9.22 µM]	10%	-14%
CCCCc1nc2cc(C(=O)N3CCCC3)ccc2o1	0%	7%	7	-4%	2%	14	?	3%	-10%
O=C(NC1CSC/C1=N\O)c1ccccc1 (stereo unspecified)	-3%	1%	12	2%	16%	-4	-7%	15%	4%
CCC(C)[C@H](NC(=O)NCCC1=CCCCC1)C(=O)OC (stereo partly specified)	0%	-19%	8	-11%	0%	16	-6%	4%	4%
CN(Cc1ccccc1)C(=O)c1cn(C)c2ccc(S(=O)(=O)N(C)C3CCCCC3)cc2c1=O	7%	3%	3	12%	/	/	/	/	/
CCNc1cc(N2CCCC2)ccc1[N+](=O)[O-]	?	-15%	-2	4%	9%	-11	-58%[inhibitor]	26%	-21%
CCCCNC(=O)n1c(=O)oc2ccc(Cl)cc21	0%	-3%	1	-1%	2%	-9	1%	7%	-3%
O=C(Nc1cccc2ccccc12)/C(=C\c1cccc([N+](=O)[O-])c1)NC(=O)c1cccs1	-4%	-23%	-1	-2%	-7%	6	-3%	10%	-4%
O=C(CSc1nnc(NC(=O)C2CC2)s1)Nc1ccc(F)cc1F	-6%	-1%	1	4%	6%	-15	0%	-1%	-1%
COc1cc(NC(=O)CSc2nnc3ccc(-c4cccnc4)nn23)cc(OC)c1	-7%	9%	4	0%	9%	12	-5%	3%	4%
COc1cccc(CNC(=O)CCCCCNC(=O)N2CCn3c2nc2ccccc23)c1	6%	-14%	9	24%	5%	10	-12%	17%	-1%
CCCCCCCCN1C(=O)[C@H](CC(=O)NCC23CC4CC(CC(C4)C2)C3)C[C@@]2(C(=O)OCC)CCC=C12	?	-2%	5	?	?	-19	/	?	/
COc1cc2c(cc1[N+](=O)[O-])n(C(C)C)c(=O)n2C(C)C	6%	1%	0	4%	-11%	-3	-2%	-12%	-4%
O=c1c2cnn(-c3ccc(F)cc3)c2ncn1Cc1ccccc1	10%	-17%	2	-8%	18%	7	0%	7%	3%
Cc1cc(C(=O)CSc2nnc(-c3ccccc3)n2Cc2ccc3c(c2)OCO3)c(C)n1C	7%	2%	2	0%	9%	2	3%	8%	3%
COc1ccc(-c2c(-c3cccc(C)c3)oc3ccc(-c4ccc5c(c4)OCO5)cc23)cn1	8%	-1%	0	5%	15%	-7	1%	8%	-29%
CCN(CC)CCCNC(=O)c1ccc2c(=O)n(CCc3ccccc3)c(=O)[nH]c2c1	0%	-4%	-7	0%	/	/	/	/	/
CS(=O)(=O)N1CCC(C(=O)Nc2cc(Cl)ccc2Cl)CC1	-9%	-9%	-16	15%	12%	-19	16%[1.84 µM]	12%	16%
Cc1ccc(C)c(Cn2c3ccccc3c3cnn(CC(=O)NCCN4CCOCC4)c(=O)c32)c1	7%	-20%	-1	-4%	?	-25	-23%	-15%	6%
CN(C)S(=O)(=O)c1ccc(N2CCCC2)c(C(=O)NNC(=O)COc2cccc(F)c2)c1	4%	5%	2	0%	2%	-8	-16%	-1%	-1%
Cc1ccc(OC(=O)c2oc3ccc(F)cc3c2C)c(C)c1	-8%	-15%	3	3%	-18%	-21	18µM*	7%	?
O=C(Nc1cccc(Cl)c1)c1cc(N=Nc2ccc([N+](=O)[O-])cc2Cl)ccc1O	?	-4%	1	21µM*	-13%	23	6%	-17%	3%
O=C(O)c1ccccc1-c1ccccc1C(=O)Nc1ccc(F)cc1	?	-1%	-9	-3%	2%	-13	-4%	8%	-11%
CC1=C(C)CC(C(=O)Nc2nccs2)C(C(=O)O)C1 (stereo unspecified)	6%	-15%	6	-7%	18%	23	2%	10%	6%
COCC(=O)N1CCC(Oc2ccc(C(=O)NCc3cc(C(C)C)no3)cc2)CC1	-13%	-5%	4	-10%	-1%	11	-7%	-9%	1%
CCOC(=O)CCCNS(=O)(=O)c1c(C)ccc2nsnc12	-3%	-7%	2	27%	-2%	20	-3%	-3%	-1%
CC1CCN(S(=O)(=O)c2ccc3[nH]cc(C(=O)NCc4ccc(F)cc4)c(=O)c3c2)CC1	5%	-5%	4	5%	/	/	/	/	/
O=C(CCN1C(=O)S/C(=C\c2ccc(F)cc2)C1=O)Nc1ccc(O)cc1C(=O)O	8%	3%	-6	-12%	-8%	-7	2%	-5%	-2%
C=CC[C@H](CC(=O)N(CCO)Cc1ccccc1)C(=O)N[C@H](COC(=O)[C@@H](CC=C)Cc1ccc(F)cc1)Cc1c[nH]c2ccccc12	?	5%	3	?	?	-56*	?	21µM*	?
